H9c2 TAG inh: inhibitors of triacylglycerol accumulation | inhibition, % at 12.5 µM | AID 651582 | H9c2 cells, Nile Red lipid (TAG) fluorescence; cells loaded with 200 µM oleic acid | 230,000 compounds, 0.66% hits;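 active = pattern-corrected inhibition of lipid staining of at least 50% with the nuclear-stain viability signal not falling by more than 50%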;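 also: 0% = DMSO wells and 100% = triacsin C control wells; some results filed as inactive read as strong as hits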
H9c2 TAG inh DAPI viability: recorded beside H9c2 TAG inh, whose call it bears; DAPI nuclei signal change (viability), lower = more cytotoxic, %;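 whole-well DAPI fluorescence read on a plate reader as a viability signal; minus 50 percent equals half of cells still viable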
* hit, by the source's call. The list is partial (hit frequency here may not be typical).

SMILES | H9c2 TAG inh DAPI viability | H9c2 TAG inh
O=S(=O)(c1ccc(Oc2ccc(F)c(Cl)c2)nc1)N1CCOCC1 | -1 | -4
COc1cc2c(cc1OC)C1CC(=O)C(CC(C)C)CN1CC2 (configuration not stated) | 8 | 9
O=C(O)c1ccc(S(=O)(=O)N2CCN(c3ccccn3)CC2)cc1 | -1 | -4
O=C(C1CCN(S(=O)(=O)Cc2ccccc2)CC1)N1CCCc2ccccc21 | 6 | -17
CC1(C)c2ccccc2-n2c1cc1oc(=O)cc(O)c1c2=O | -1 | 0
CCOC(=O)c1ccc(NC(=O)/C=C/c2cccs2)cc1 | 9 | 19
CC(C(=O)Nc1cccc([N+](=O)[O-])c1)N(c1ccccc1)S(C)(=O)=O (configuration not stated) | 91 | 0
CCn1c(COc2ccccc2C)nnc1SCC(=O)OC | 6 | -7
Cc1ccc(S(=O)(=O)N2CCCC(C(=O)Nc3cccnc3)C2)cc1 (configuration not stated) | -1 | -10
O=C(C1=COCCO1)N1CCN(C(c2ccccc2)c2ccccc2)CC1 | -10 | -6
Cc1ccccc1C(=O)c1c[nH]c(C(=O)NCC2CCCO2)c1 (configuration not stated) | -10 | 15
Cc1ccc(S(=O)(=O)CCc2nnc(NC(=O)c3cnccn3)s2)cc1 | -5 | 0
COc1ccccc1C(=O)OCC(=O)Nc1cc(S(=O)(=O)N2CCOCC2)ccc1N1CCCC1 | -5 | 2
Cc1onc(-c2ccccc2)c1C(=O)Nc1ccncc1 | 0 | 7
CCOC(=O)c1cc(=O)n2nc(-c3ccc(C)cc3)nc2s1 | -3 | -2
CNC(=S)Nc1ccc2[nH]c(=O)[nH]c2c1 | -2 | 2
CC(=O)Nc1ccc(-c2ccnc3c2CC(C(=O)NCc2ccc(N4CCN(C)CC4)cc2)O3)cc1 (configuration not stated) | -8 | 16
O=C(NCCCN1CCCC1=O)c1cc(S(=O)(=O)N2CCOCC2)ccc1Cl | -2 | 11
O=C(OC1CCOC1=O)C1CCN(S(=O)(=O)c2ccccc2)CC1 (configuration not stated) | -1 | 7
COc1cccc(CNC(C)(C)CO)c1OCc1ccc(Cl)cc1 | 2 | 13
COc1cccc(OC)c1C(=O)Nc1ccccc1C(=O)N1CCCCCC1 | 1 | -4
CC(C)N1C(=O)C2C(c3ccccc3O)NC(C)(C(=O)O)C2C1=O (configuration not stated) | -4 | 5
C[C@H]1CN([C@@H](C)CO)C(=O)CCCn2nncc2CO[C@@H]1CN(C)Cc1ccccc1C(F)(F)F | 2 | 2
C/C=C(\C)C(=O)O[C@H](c1cc2ccc(=O)oc2cc1OC)[C@@H](O)C(C)(C)O | 0 | -10
COC(=O)c1c(NC(=O)CN2C(=O)NC3(CCc4ccccc4C3)C2=O)sc2c1CCCCC2 (configuration not stated) | 7 | -6

(list continues)
SMILES | H9c2 TAG inh DAPI viability | H9c2 TAG inh
N=C1/C(=C\c2coc3ccccc3c2=O)C(=O)N=C2SC=CN12 | 10 | -23
Cc1ccc(F)cc1C(=O)N1CCCCC1c1cc(C(=O)Nc2ccc(F)c(Cl)c2)no1 (configuration not stated) | -1 | 5
COc1cc2c(cc1OC)CN(C(=O)COc1ccc(C#N)cc1)CC2 | 7 | 16
C#CCOCCOCCOCCNc1nc(N2CCN(C(=O)[C@H](CCCN=C(N)N)n3cc(C(N)[C@@H](C)CC)nn3)CC2)nc(N2CCN(C(=O)[C@H](CCC(=O)O)n3cc([C@@H](N)CO)nn3)CC2)n1 (some centres not stated) | 10 | -6
CC(CCc1ccco1)NC(=O)Cn1ncc2c1-c1ccccc1OC2 (configuration not stated) | 14 | -14
COc1ccc(-c2cn(Cc3ccc4c(c3)C(=O)c3ccccc3C4=O)nn2)cc1 | -5 | -12
COc1ccc(C(C(=O)Nc2ccc(C(C)C)cc2)N(C)C(=O)CNC(C)=O)cc1 (configuration not stated) | 4 | -1
CCC(=O)N1CCC1(C)C(=O)Nc1cccc(Oc2ccccc2)c1 (configuration not stated) | -1 | -8
C[C@]12C(=O)N(c3ccc(Br)cc3)C(=O)N1[C@H]1c3ccccc3OC[C@@H]1[C@H]2c1ccccc1 | 1 | 11
CCOC(=O)[C@@H]1[C@H]2COc3ccc(Br)cc3[C@@H]2N2C(=O)N(c3ccc(F)cc3)C(=O)[C@]12C | 6 | 0
Cc1ccccc1NC(=O)c1ccccc1NC(=O)c1ccco1 | -11 | 22
CN(C)C(=O)CSc1nc2ccc(N3C(=O)c4ccccc4C3=O)cc2s1 | -1 | 6
CN(C)S(=O)(=O)c1ccc(C(=O)NCC(=O)N/N=C/c2cccs2)cc1 | 2 | 9
C=CCn1c(C)nnc1SCC(=O)Nc1nc(C)c(C(=O)N(C)C)s1 | 2 | 6
CN(C)S(=O)(=O)c1ccc(Cl)c(C(=O)Nc2cccc([N+](=O)[O-])c2)c1 | -4 | -31
O=C(Cc1ccc(Br)cc1)OCC(=O)c1ccc[nH]1 | 4 | -6
Cc1cc(C(=O)c2ccc3ccccc3c2)c(C)o1 | -4 | -6
O=P(Cc1ccncc1)(c1ccccc1)c1ccccc1 | 2 | 2
CC(=O)Nc1ccc(NC(=O)CSc2nnc(C)c(=O)n2N)cc1 | -10 | 11
CC(C)NC(=S)N/N=C/C1=CCC2CC1C2(C)C (configuration not stated) | 22 | 20
CCCc1cc(=O)[nH]c(SCCOc2ccc(OCC)cc2)n1 | 9 | -11
COc1cccc(NC(=O)NC2CCCCCCC2)c1 | -2 | -15
CCCCCn1c(=S)[nH]c2ncccc2c1=O | -5 | 1
Cc1nn(-c2ccccc2)c(N)c1C1(O)C(=O)Nc2ccccc21 (configuration not stated) | -2 | 1
CCOC(=O)N1CCN(S(=O)(=O)c2ccc3c(c2)CCN3C(=O)C2CC2)CC1 | -6 | 5

As a short view, part of the list above.
SMILES | H9c2 TAG inh DAPI viability | H9c2 TAG inh
N=C1/C(=C\c2coc3ccccc3c2=O)C(=O)N=C2SC=CN12 | 10 | -23
Cc1ccc(F)cc1C(=O)N1CCCCC1c1cc(C(=O)Nc2ccc(F)c(Cl)c2)no1 (configuration not stated) | -1 | 5
COc1cc2c(cc1OC)CN(C(=O)COc1ccc(C#N)cc1)CC2 | 7 | 16

(further entries)
SMILES | H9c2 TAG inh DAPI viability | H9c2 TAG inh
CCOC(=O)C1(C)CCN1C(=O)c1ccc(N(C)C)cc1 (configuration not stated) | 13 | -17
COC(=O)c1sc(NC(=O)CSc2nnc(C(C)C)n2C)nc1C | -7 | 13
COc1cc(C(=O)NCCCNc2nc3cc(C)cc(C)c3cc2C#N)cc(OC)c1OC | 6 | 11
CC(C)C(=O)NC(=S)Nc1ccccn1 | 6 | 11
O=C(CCc1ccccc1F)N1CCN(c2ccccc2)CC1 | 4 | -11
Cc1cc(C)cc(NC(=O)Nc2ccc3c(c2)CCC3)c1 | -5 | -6
COc1ccccc1-c1csc2ncnc(Sc3nnnn3C)c12 | 4 | -8
O=C(COC(=O)c1cccs1)c1ccccc1 | -8 | 15
COc1ccc(Cl)cc1NC(=S)N1CCCC1 | 2 | 1
COc1ccc2[nH]c(C)c(C(=O)CN3CCN(C/C=C/c4ccccc4)CC3)c2c1 | 10 | 2
COc1cc(C(C)=O)ccc1OCC(=O)NCc1ccccc1CN1CCCC1 | 4 | 4
OCC[C@@H]1C[C@@H](O)[C@H](O)[C@]2(OCCCc3ccccc32)O1 | 4 | -3
COC(=O)Cn1c(=NC(=O)C(C)C)sc2c(C)cc(C)cc21 | -3 | 2
CC[C@@H]1[C@H]2CCCC(=O)N3CC[C@@H](C[C@H]1O)[C@@H]23 | -4 | 8
O=C(COc1ccccc1)c1cn(CC(=O)N2CCCC2)c2ccccc12 | 0 | -15
CCOc1ncccc1C(=O)OCC(=O)NCc1cccs1 | 9 | 11
COc1ccc(CC(=O)NCC(=O)N/N=C/c2c[nH]c3ccccc23)cc1 | -1 | 3
O=C(CC1SC(N2CCCCC2)=NC1=O)Nc1cccc(C(F)(F)F)c1 (configuration not stated) | -13 | 4
CC(C)N1CCC1(C)C(=O)Nc1nc2ccccc2[nH]1 (configuration not stated) | -8 | -5
CN(CCCNC(=O)C1CCN(S(=O)(=O)c2cccc3nsnc23)CC1)Cc1ccccc1 | -5 | 31
O=C(C[n+]1ccccc1)N/N=C/c1ccccc1[N+](=O)[O-] | -10 | 15
Cc1occc1C(=O)Nc1cc(S(=O)(=O)N2CCOCC2)ccc1OC(C)C | -10 | 10
COCCN1C(=O)C(=O)/C(=C(/O)c2cccc(OC)c2)C1c1ccc(C)o1 (configuration not stated) | 1 | 2
O=C(CN1C(=O)NC2(CCOc3ccccc32)C1=O)c1ccc(F)c(F)c1 (configuration not stated) | 6 | 11
C[C@H](NC(=O)Nc1cccc(Br)c1)C(=O)O | 1 | 10

The list goes on.
SMILES | H9c2 TAG inh DAPI viability | H9c2 TAG inh
COc1ccc(S(=O)(=O)N2CCCCCC2)cc1C(=O)N1CCN(c2ccc(F)cc2)CC1 | 3 | -22
O=c1[nH]nc(Cc2ccccc2)c2ccccc12 | 3 | -10
CC1CN(CCCCN2C(=O)c3ccccc3C2=O)CC(C)O1 (configuration not stated) | 2 | 4
CCCCCCn1c(N2CCCC2)nc2c1c(=O)n(C)c(=O)n2C | 1 | -22
Cc1ccc(SCc2ccc(C(=O)Nc3nccs3)o2)cc1 | 0 | -2
CCC(c1nnnn1CCOC)N1CCN(Cc2ccccc2)CC1 (configuration not stated) | -22 | -5
Cc1ccc(S(=O)(=O)N(C)CC(=O)Oc2ccc(-c3nnco3)cc2)cc1 | -7 | 3
O=C(NC(=S)Nc1ncccn1)c1ccccc1Br | 1 | 0
CC(C)CCNC(=O)[C@@H](NC(=O)c1c(F)cccc1F)C(C)C | 5 | -20
O=C(c1cccc(Cl)c1)N1CCN(Cc2ccccc2F)CC1 | -10 | 0
O=C1CC(c2ccccc2)SC(N(c2ccccc2)c2ccccc2)=N1 (configuration not stated) | 11 | -8
CCn1cc(CN2CCc3c([nH]c4ccccc34)C2c2ccc(F)c(OC)c2)c(C)n1 (configuration not stated) | 14 | 15
O=C(CCC(=O)OCC(=O)c1ccc(C(F)(F)F)cc1)OCC(=O)c1ccc(C(F)(F)F)cc1 | -7 | 11
COc1ccc(NS(=O)(=O)c2cccc(C(=O)OCC(=O)Nc3cc(C)on3)c2)cc1 | 7 | -14
CCn1c(Cc2ccccc2)nnc1SCC(=O)NC1CCCC1 | 2 | -16
CCc1nnc(NC(=O)CSc2nc3ccccc3s2)s1 | -1 | 5
CN(C(=O)c1cccc(NC(=O)Cc2ccc(NC(=O)C3CCN(C(=O)C4CCCCC4)CC3)cc2)c1)C1CCCCC1 | 5 | -13
NS(=O)(=O)c1ccc(-c2ccc(/C=C3\SC(=S)N(C4CCS(=O)(=O)C4)C3=O)o2)cc1 (configuration not stated) | -4 | 4
Cn1c(NCCc2ccncc2)nc2cc(-c3ccsc3)sc2c1=O | -2 | 11
Cc1cccc([C@@H]2[C@@H]3C(=O)N(Cc4ccccc4)C(=O)[C@@H]3[C@]3(CC(C)C)C(=O)N(c4cccc(Cl)c4)C(=O)N23)c1 | -2 | 1
COC(=O)/C=C1\SC(=NC(=O)c2ccc(C)cc2)NC1=O | 9 | -4
COCCN(C(=O)CSc1nc2ccc(OC)cc2[nH]1)c1c(N)n(Cc2ccccc2)c(=O)[nH]c1=O | 0 | 13
CC(C)Nc1nc(-c2ccccc2)nnc1-c1ccccc1 | 3 | 5
CCN(CC)C(=O)COc1ccc(/C(C)=N/NC(=O)c2ccccc2-n2cccc2)cc1 | -2 | 5
O=S(=O)(c1ccccc1Cl)N1CCCC1c1nc(-c2ccc(Cl)cc2)no1 (configuration not stated) | 11 | -22

Fetched one by one from the entries so far:
SMILES | H9c2 TAG inh DAPI viability | H9c2 TAG inh
O=S(=O)(c1ccccc1Cl)N1CCCC1c1nc(-c2ccc(Cl)cc2)no1 (configuration not stated) | 11 | -22
COc1ccc(NS(=O)(=O)c2cccc(C(=O)OCC(=O)Nc3cc(C)on3)c2)cc1 | 7 | -14
COC(=O)/C=C1\SC(=NC(=O)c2ccc(C)cc2)NC1=O | 9 | -4
COc1ccc(S(=O)(=O)N2CCCCCC2)cc1C(=O)N1CCN(c2ccc(F)cc2)CC1 | 3 | -22
Cc1ccc(S(=O)(=O)N(C)CC(=O)Oc2ccc(-c3nnco3)cc2)cc1 | -7 | 3
NS(=O)(=O)c1ccc(-c2ccc(/C=C3\SC(=S)N(C4CCS(=O)(=O)C4)C3=O)o2)cc1 (configuration not stated) | -4 | 4
CCCCCCn1c(N2CCCC2)nc2c1c(=O)n(C)c(=O)n2C | 1 | -22

Later entries.
SMILES | H9c2 TAG inh DAPI viability | H9c2 TAG inh
CN(N)c1nc(-c2ccccc2)nnc1C(F)(F)F | -4 | -10
COc1ccc2cc(C(=O)NCC(=O)O)sc(=O)c2c1OC | -3 | 9
Cn1c(=O)n(C/C=C/c2ccccc2)c(=O)c2c1nc1n2CCCN1c1ccc(F)cc1 | 2 | -83
Cc1nnc(NC2(C(F)(F)F)C(=O)Nc3c2c(=O)n(C)c(=O)n3C)s1 (configuration not stated) | -5 | -7
O=C(COC(=O)c1n[nH]c2ccccc12)c1ccc(F)c(F)c1 | -6 | 9
Cc1cc(C)c(NC(=O)COc2cccnc2[N+](=O)[O-])c(C)c1 | 7 | 3
COCCN1C=C(C(=O)OC)C(c2ccc(Cl)cc2)C(C(=O)OC)=C1 | 150 | -7
Cc1ccccc1NC(=O)Cc1nc(COC(=O)c2cc(Br)ccc2O)cs1 | -3 | -8
CCn1c(-c2ccccc2)c(C(=O)CC#N)c2ccccc21 | -8 | 6
S=C1NCN(Cc2ccco2)CN1Cc1ccco1 | 7 | -3
O=C(CN1CCCC1)N/N=C/c1c(O)ccc2ccccc12 | -9 | 42
CCCCN(C)Cc1cc(=O)oc2cc3c(cc12)CCCC3 | -6 | 2
O=C(CN1CCN(Cc2ccccc2)CC1)N=Nc1c(O)[nH]c2ccccc12 | -10 | 23
COc1ccc(C)cc1NC(=O)CSCc1ccccc1C | -4 | -33
COc1ccc(/C=C\C(=O)c2c(O)ccc3c(C)cc(=O)oc23)cc1OC | 4 | 4
CS(=O)(=O)N(CC(=O)N1CCCCCC1)c1cccc(F)c1 | -8 | 2
Cc1cc(C(=O)CSc2ccc(Cl)cc2)cc(C)c1OC(=S)N(C)C | -4 | -6
Cn1ccnc1SCC(=O)Nc1cccc(S(=O)(=O)N2CCCCCC2)c1 | -8 | 5

Source: PubChem BioAssay
